# Mot1-301 SUMO: SUMOylation pathway inhibition by Mot1-301 growth rescue; S. cerevisiae Mot1-301 growth rescue, ATP luminescence, 38.5C; percent above DMSO median, 100 means doubled; growth rescue, % at 18.8 µM; actives 1% (n = 320,000);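 active = every valid replicate shows activation above 250% relative to neutral control wells; inactive = the rest, any valid replicate at or below 250%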;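 also: OY570 slx delta 5 strain wells were the positive control but not used for scaling; some compounds called inactive have numbers as strong as hits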
# HTR5A inv ctr: inverse agonist of human HTR5A in OPRM1-OPRD1 counter-screen. HTR5A cell line, luminescence, inverse agonism. inhibition, % at 9.3 µM. actives 0.083% (n = 340,000); in the data active = inhibition mostly above about 23%, no sharp cut-off; inactive = mostly below about 18%;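 also: 0% = cells with DMSO and 100% = no-cell wells with DMSO; some compounds called inactive have numbers as strong as hits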
# Target sequence (P47898 whole entry, looked up): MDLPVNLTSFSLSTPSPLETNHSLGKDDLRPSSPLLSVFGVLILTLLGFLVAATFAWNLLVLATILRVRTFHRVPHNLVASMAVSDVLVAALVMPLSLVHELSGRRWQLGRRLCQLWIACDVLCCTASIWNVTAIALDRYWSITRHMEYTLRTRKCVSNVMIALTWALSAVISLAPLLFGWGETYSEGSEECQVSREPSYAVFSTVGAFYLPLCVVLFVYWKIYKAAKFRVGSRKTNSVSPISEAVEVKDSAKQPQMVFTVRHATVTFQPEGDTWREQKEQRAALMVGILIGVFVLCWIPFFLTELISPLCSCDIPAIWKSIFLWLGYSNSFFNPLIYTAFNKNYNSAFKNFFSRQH
# HTR5A ag: activates human HTR5A in OPRM1-OPRD1 agonist counter-screen; actives 0.61% (n = 340,000); P47898; activation, % at 9.3 µM; HTR5A agonist assay, luminescence, cell-based; in the data active = activation mostly above about 9.5%, no sharp cut-off; inactive = mostly below about 7.6%;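 also: 0% = cells with vehicle only and 100% = reference agonist; strong numbers were not always called active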
# E coli growth: counter-screen for AddAB inhibitors: E. coli growth inhibition; E. coli V3065 growth, OD600 absorbance, 18 h; inhibition, % at 11.9 µM; actives 0.27% (n = 330,000); AID 449728;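 active = inhibition above the campaign's mean inhibition across all tested compounds plus 3 SD, cut at about 9.9% in these data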;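 also: uninfected addAB+ strain grown without phage in ampicillin broth; 0% = DMSO wells and 100% = ciprofloxacin 0.95 µg/ml wells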
# DAGLB inhibitor: diacylglycerol lipase beta (human) inhibition; AID 504411; Q8NCG7; actives 0.059% (n = 340,000); inhibition, % at 5.17 µM; HEK293T DAGLB membrane lysate, EnzChek fluorogenic substrate; in the data active = inhibition above about 34%;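 also: 0% = enzyme with vehicle and 100% = wells lacking enzyme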
# PKA-R2B act: activators of human PKA-R2B complex. P22694+P31323. PKA-R2B holoenzyme dissociation, Cy5-IP20 fluorescence polarization; R2B truncated from residue 108, S112A mutant; 0% DMSO only, 100% 113 µM cGMP. activation, % at 11.4 µM. actives 0.079% (n = 340,000). AID 504700;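 active = activation above a cutoff set at the mean over all compounds plus 3 SD, cut at about 18% in these data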;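 also: higher means more holoenzyme dissociation and a rise in polarization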
# Target sequence (P31323 whole entry, looked up, other chains not shown, the tested form may be a part): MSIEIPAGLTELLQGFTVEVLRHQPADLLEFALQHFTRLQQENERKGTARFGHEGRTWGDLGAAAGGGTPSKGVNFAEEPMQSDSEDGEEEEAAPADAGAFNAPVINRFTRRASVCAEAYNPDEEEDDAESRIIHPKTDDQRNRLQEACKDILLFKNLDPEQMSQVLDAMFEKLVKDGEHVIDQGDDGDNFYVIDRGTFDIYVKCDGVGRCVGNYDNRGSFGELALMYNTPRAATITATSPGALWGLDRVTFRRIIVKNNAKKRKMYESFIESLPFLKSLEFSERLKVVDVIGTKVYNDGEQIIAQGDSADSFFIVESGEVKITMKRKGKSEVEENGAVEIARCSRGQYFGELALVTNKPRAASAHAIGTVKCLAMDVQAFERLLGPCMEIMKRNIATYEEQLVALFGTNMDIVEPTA
# PKA-R1A act: PKA-R1A complex activation; P00514+P68181; PKA-R1A dissociation, Cy5-IP20 fluorescence polarization; scaled: DMSO 0%, 113 µM cGMP 100%; activation, % at 11.4 µM; actives 0.083% (n = 340,000);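 active = percent activation above the mean of all tested compounds plus 3 SD, cut at about 19% in these data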;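 also: higher means more PKAc released from R1A so a rise in polarization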
# Tat export inh: E. coli Tat transport inhibition. actives 0.036% (n = 340,000). inhibition, % at 10 µM. E. coli MC4100 TorA-mCherry Tat export, fluorescence;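 active = mean replicate inhibition at least 50% and at least half of replicates individually reaching 50%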;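 also: exported cargo escapes ClpAP degradation while cytoplasmic cargo is degraded and loses fluorescence; 0% = median of neutral control wells and 100% = median of NaSCN control wells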
# AddAB inh: less growth of phage-infected E. coli with AddAB; E. coli expressing H. pylori AddAB, absorbance growth; inhibition, % at 11.9 µM; actives 0.29% (n = 330,000); AID 435030; in the data active = inhibition above about 12%;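 also: 0% = vehicle wells of infected cells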
# phage Ecoli inh: E. coli growth loss with phage present | growth absorbance | inhibition, % at 11.9 µM | actives 0.26% (n = 360,000); in the data active = inhibition above about 11%
# CDK5 p35 inh: CDK5/p35 (human) kinase inhibition; Q00535+Q15078; Recombinant CDK5/p35, ADP-Glo luminescence, 60 min; inhibition, % at 10 µM; actives 0.01% (n = 330,000);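 active = highest replicate inhibition of at least 50% and at least 75% of replicates reaching 50%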;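 also: plate controls were DMSO neutral control for no effect and GW8510 at 10 µM for full effect; many of its hits are not listed in these tables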
# The depositor's hits bear a star; nt = not tested or not shown; + = active, no number.
SMILES,Mot1-301 SUMO,HTR5A inv ctr,HTR5A ag,E coli growth,DAGLB inhibitor,PKA-R2B act,PKA-R1A act,Tat export inh,AddAB inh,phage Ecoli inh,CDK5 p35 inh
O=c1c2ccccc2nc(/C=C/c2c[nH]c3ccccc23)n1-c1ccc([N+](=O)[O-])cc1,5,0,0,-0.2,-1,18,9,-1,-0.3,4.3,-1.5
O=C(C1CCCN(S(=O)(=O)c2cccc3nsnc23)C1)N1CC=C(c2ccccc2)CC1 (stereo unspecified),34,1,8,-2.0,1,7,-1,1,0.2,2.5,-0.7
O=C(c1cc2cc([N+](=O)[O-])ccc2s1)N1CCCCC1,-3,-26,-7,1.9,-3,6,7,-10,3.3,4.9,0.7
CCN(CCCNC(=O)CNC(=O)Cn1cnc2ccccc2c1=O)c1cccc(C)c1,5,11,1,-0.4,1,-5,-8,0,1.3,0.6,0.0
O=C(CSc1ncc(-c2ccc(F)cc2)n1Cc1ccco1)Nc1nccs1,-3,-30,0,-1.7,3,14,12,-1,1.6,1.8,2.3
Cc1cc(Cl)cc(C)c1OCCCCN1CCOCC1,283*,-27,1,-2.8,-1,-9,-7,-12,0.6,0.1,2.3
CCN(CC)CCCNC(=O)c1cc(-c2ccc(Cl)c(Cl)c2)on1,-6,-9,3,-5.1,1,0,-4,-3,-2.2,nt,-9.7
Cc1cc(C)cc(N(C(C)C(=O)NC2CCCC2)S(C)(=O)=O)c1 (stereo unspecified),8,-11,3,-0.3,1,2,1,-7,-0.5,1.7,-1.1
CC1(C)CC2CC(C)(CN2C(=O)COC(=O)c2ccc(Cl)c(N)c2)C1 (stereo unspecified),5,-12,-1,-3.0,-8,-5,-1,3,-0.3,3.1,-1.3
CCC(=O)c1c[nH]c(C(=O)NCCCn2ccnc2)c1,+,-3,1,1.9,1,6,2,-5,4.4,2.6,0.3
CN(C(=O)CSc1nnc(NC2CCCCC2)s1)C1CCS(=O)(=O)C1 (stereo unspecified),-15,12,-1,2.1,1,-11,8,4,0.9,1.9,-1.1
CC(=O)Nc1ccc2c(c1)CCCC2,14,2,1,1.4,0,0,-2,2,2.7,3.5,0.1
Fc1ccc(C2=CC(c3ccco3)n3ncnc3N2)cc1 (stereo unspecified),-22,5,1,1.7,-16,-6,-4,-1,-1.1,nt,-0.2
CCOc1ccc(C(=O)OCC(=O)Nc2cccc(S(=O)(=O)N3CCCC3)c2)cc1,-5,18,0,-0.3,0,4,9,-3,2.3,1.2,-0.2
CCN(CC)c1ccc(NC(=O)CN2CCN(c3ccc(F)cc3)CC2)cc1,23,6,4,0.2,2,4,-8,4,1.2,2.8,2.1
CC(C)OC(=O)CSc1ncnc2c1cnn2-c1ccccc1,-5,0,0,-2.3,-13,0,-11,-2,-0.3,1.6,2.8
Cc1nc(C)c(NC(=O)OC(C)C)cc1NC(=O)OC(C)C,1,-30,11,-0.7,-1,-1,2,-6,3.3,2.2,-1.3
N#Cc1c(N)n[nH]c1-c1cc2c([nH]1)CCCC2,1,-5,-4,1.0,1,-5,-1,-3,1.3,0.6,-2.0
COc1cc(CC(=O)OCC(=O)N2CCCCC2C)cc(OC)c1OC (stereo unspecified),-7,-4,1,-0.6,1,-6,-2,7,1.8,2.2,-1.6
O=C(Nc1nc2ccc([N+](=O)[O-])cc2s1)c1ccncc1,3,6,-2,1.5,3,-4,2,-2,1.6,0.1,0.4
COC(=O)c1ccc(C(=O)OC)c(NC(=S)N2CCN(C)CC2)c1,202,-17,1,-1.0,1,-12,-6,-10,-0.2,3.5,-0.9
Cc1ccc(S(=O)(=O)N2c3ccccc3OCC2c2ccccc2)cc1 (stereo unspecified),-3,23,2,1.3,-12,0,-2,-5,2.0,4.0,-0.6
CC(=O)Nc1cccc(OCC(=O)NCCC2=CCCCC2)c1,nt,0,0,0.1,-2,-4,-7,-15,0.8,2.1,-1.6
Cn1cc(Cl)cc(C(=O)Nc2ccccc2)c1=O,42,8,-2,1.0,-3,-4,-7,4,0.7,1.7,-1.2
O=C(CSc1nc2ccccc2c(=O)n1CCCO)Nc1ccc2c(c1)OCCO2,nt,14,-2,nt,1,9,8,-7,nt,-0.8,1.7

# In the list so far, 3 have two or more sulfur atoms:
SMILES,Mot1-301 SUMO,HTR5A inv ctr,HTR5A ag,E coli growth,DAGLB inhibitor,PKA-R2B act,PKA-R1A act,Tat export inh,AddAB inh,phage Ecoli inh,CDK5 p35 inh
O=C(C1CCCN(S(=O)(=O)c2cccc3nsnc23)C1)N1CC=C(c2ccccc2)CC1 (stereo unspecified),34,1,8,-2.0,1,7,-1,1,0.2,2.5,-0.7
O=C(CSc1ncc(-c2ccc(F)cc2)n1Cc1ccco1)Nc1nccs1,-3,-30,0,-1.7,3,14,12,-1,1.6,1.8,2.3
CN(C(=O)CSc1nnc(NC2CCCCC2)s1)C1CCS(=O)(=O)C1 (stereo unspecified),-15,12,-1,2.1,1,-11,8,4,0.9,1.9,-1.1

# Following part.
SMILES,Mot1-301 SUMO,HTR5A inv ctr,HTR5A ag,E coli growth,DAGLB inhibitor,PKA-R2B act,PKA-R1A act,Tat export inh,AddAB inh,phage Ecoli inh,CDK5 p35 inh
O=S(=O)(N/N=C/c1cccc(OC2CSC2)c1)c1ccccc1,-10,-23,7,-0.9,-3,-7,-5,7,2.0,2.5,0.6
CCN(CC)C(=O)CC(c1ccc(OC)cc1)c1c(OC)cc(OC)c2ccc(=O)oc12 (stereo unspecified),-23,-1,-3,-3.2,1,3,-3,3,0.1,1.3,-1.0
CCN(CC(=O)NCc1ccccn1)S(=O)(=O)c1ccc(OC)cc1,108,-15,5,-1.3,2,-7,-8,3,1.3,3.6,-0.5
COc1ccc(CN2C(=O)c3cccnc3C2=O)cc1S(=O)(=O)N1CCOc2ccccc21,134,10,-1,1.4,-1,1,10,3,3.9,3.9,nt
Cc1ccc(NC(=O)N/C=C/c2ccco2)cc1C,10,-1,0,-1.8,3,0,2,-14,1.1,1.2,-1.3
CCCCNCc1ccc(SC)cc1,198,32,3,0.4,-1,-4,-12,-2,6.5,2.4,-1.6
CC1CC(Nc2ccccc2)=CC(=O)O1 (stereo unspecified),-11,26,-10,0.3,0,8,-11,0,-1.3,1.6,1.1
COc1ccc(Cl)cc1C(=O)C1CCCN(Cc2cnc(N3CCOCC3)s2)C1 (stereo unspecified),-11,2,-1,-0.6,0,8,2,-1,-1.3,4.0,-1.4
CC(=O)Nc1ccc(OC(=O)Cc2ccc(Cl)cc2)cc1,447,5,-1,-2.3,-2,-9,-6,21,1.5,0.4,-1.7
Cc1oc(-c2cccs2)nc1CN1CC[C@@](O)(c2ccccc2)[C@H]2CCCC[C@@H]21,8,15,-5,-0.6,1,5,-10,2,1.6,4.8,0.8
CSCCC(NC(=O)COc1ccccc1)C(=O)NCCOc1ccc(C)cc1 (stereo unspecified),-9,10,-4,nt,-3,0,-7,1,nt,-0.4,2.7
O=C(CCCc1ccccc1)NCc1ccc2c(c1)OCO2,7,1,0,nt,-6,0,-10,-3,nt,2.9,1.6
c1ccc(-c2nc3c(ccc4ccccc43)[nH]2)nc1,-14,-15,-1,1.4,-1,1,-6,-2,-2.8,1.0,-1.0
CCc1noc(C)c1C(=O)NNC(=O)COc1ccccc1C,3,0,0,-0.2,-2,-1,15,1,0.4,3.5,-1.4
O=C(NCC(O)c1ccccc1)c1ccccc1 (stereo unspecified),-5,8,-2,0.8,1,-8,-7,-4,1.6,0.0,-2.1
O=C(NC1CCCCC1)C(c1ccccc1F)N(Cc1ccco1)C(=O)c1ccccn1 (stereo unspecified),310*,-3,-1,-0.4,-2,-2,-1,1,1.5,-0.8,1.3
O=C(CSc1nc2nccnc2c(=O)n1Cc1cccs1)Nc1ccccc1,-13,14,5,1.4,-3,0,3,-7,5.3,4.4,1.3
O=C(c1ccccc1)N1CCCC(C(=O)N2CCCCCC2)C1 (stereo unspecified),-15,10,-3,-0.8,-1,7,-8,5,2.6,6.9,0.6
CCOC(=O)c1c(C)[nH]c(C)c1S(=O)(=O)NCc1ccc(OCC)cc1,28,-9,2,-1.3,0,-5,0,-5,-1.5,3.9,1.3
Cc1ccc(SCc2[nH]nc3c2C2(CCSCC2)C(C#N)=C(N)O3)cc1,1,-25,9,-2.2,5,-2,1,-8,3.5,1.4,-4.2
CCN(CC)S(=O)(=O)c1cccc(NC(=O)CSc2nnc(N)s2)c1,4,9,-4,-2.5,1,-9,8,-3,-2.0,1.0,0.4
CC(C)(O)c1cc2ccc(C#Cc3ccsc3)cc2c(=O)o1,-9,0,7,0.9,-2,-9,-12,20,0.9,2.4,1.0
O=C(CC(CC(=O)c1ccccc1)c1ccccc1)c1ccccc1,9,-3,1,-0.2,-9,-4,-12,17,0.1,1.4,1.3
COc1ccc(C(CNC(=O)c2ccc(S(=O)(=O)Nc3ccccc3OC)cc2)N2CCCC2)cc1 (stereo unspecified),nt,7,-3,nt,2,-4,2,2,nt,2.0,-0.6
Cc1noc(C)c1S(=O)(=O)N1CCCCC1,-8,-11,2,1.8,-1,0,-1,1,1.0,3.4,-1.9
CCCCC(CCC(=O)O)(C(=O)OCC)c1csc(Nc2ccccc2)n1 (stereo unspecified),-8,-14,5,1.3,4,-8,-6,2,4.1,nt,-0.3
COc1ccc(/C=C/C(=O)Nc2c(C(=O)O)[nH]c3ccccc23)cc1OC,-14,-8,3,-0.2,2,2,5,5,-0.5,0.7,-1.5

# An excerpt from above in order of the PKA-R2B act value, lowest first:
molecule	PKA-R2B act
O=S(=O)(N/N=C/c1cccc(OC2CSC2)c1)c1ccccc1	-7
O=C(CC(CC(=O)c1ccccc1)c1ccccc1)c1ccccc1	-4
Cc1ccc(SCc2[nH]nc3c2C2(CCSCC2)C(C#N)=C(N)O3)cc1	-2
CCc1noc(C)c1C(=O)NNC(=O)COc1ccccc1C	-1
COc1ccc(CN2C(=O)c3cccnc3C2=O)cc1S(=O)(=O)N1CCOc2ccccc21	1

# Hits appear at their usual frequency; any-hit rate near 2.3%.
